Bim-Bfl-1 – inhibitors of Bim binding to Bfl-1, primary screen, biochemical, multiplexed, bead-based flow cytometry; inhibition, % at 10 µM; Bim-Bfl-1 binding inhibition; Bcl-2-related protein A1 (Homo sapiens), Q16548; 190,000 compounds, 0.12% hits; AID 1008, 2008;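 also: 0% = wells without compound plus tracer and 100% = blocker peptide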
Bcl-W Bim block – inhibitors of Bim binding to Bcl-W, primary screen, biochemical, multiplexed, bead-based flow cytometry; inhibition, % at 10 µM; 190,000 compounds, 0.02% hits; Bim peptide-Bcl-W binding;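 also: 0% = bound tracer without compound and 100% = peptide blocker; higher means less fluorescent Bim peptide bound to Bcl-W beads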
Target sequence (Q92843 whole entry, looked up): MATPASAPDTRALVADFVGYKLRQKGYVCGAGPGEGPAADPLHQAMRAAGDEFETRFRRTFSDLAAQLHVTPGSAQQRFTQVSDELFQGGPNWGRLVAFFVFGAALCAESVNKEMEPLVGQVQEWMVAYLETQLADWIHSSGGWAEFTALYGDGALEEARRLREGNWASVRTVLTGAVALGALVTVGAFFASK
ABCB1 inh – ABCB1 efflux pump inhibitors, primary screen, cell-based, multiplex, flow cytometry, ABCG2 counter-screen; ATP-dependent translocase ABCB1 (Homo sapiens), P08183; inhibition, % at 6.6 µM; CCRF-Adr cells, JC-1 efflux; 190,000 compounds, 0.067% hits; in the data active = inhibition above about 40%;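 also: 0% = vehicle and 100% = reference inhibitor; higher value means more JC-1 retained so stronger ABCB1 efflux block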
RGS4-Gao reg – modulators of RGS4 binding to Galphao, primary screen, biochemical, multiplexed bead flow cytometry. actives lie on both sides. 220,000 compounds, 0.33% hits. Guanine nucleotide-binding protein G(o) subunit alpha (Homo sapiens), P09471. binding response (% of control), % at 10 µM; in the data active = binding response below about 49% or above about 150%; inactive = in between;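 also: fluorescent Galphao activated with aluminum fluoride binding bead-coupled RGS4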
Bcl-XL Bim block – inhibitors of Bim-Bcl-XL binding, primary screen, biochemical, multiplexed, bead flow cytometry, human Bcl-XL. Bcl-2-like protein 1 (Homo sapiens), Q07817. Bim peptide-Bcl-XL binding, fluorescence. inhibition, % at 10 µM. 190,000 compounds, 0.04% hits. AID 1007, 2008
Bim-Bcl-B – inhibitors of Bim-Bcl-B binding, primary screen, biochemical, multiplexed, human Bcl-2 family; Bcl-2-like protein 10 (Homo sapiens), Q9HD36; bead-based flow cytometry, Bim peptide-Bcl-B binding; inhibition, % at 10 µM; 190,000 compounds, 0.073% hits;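 also: 0% = tracer peptide without compound and 100% = reference inhibitor peptide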
ABCG2 block – ABCG2 efflux pump inhibitors, primary screen, multiplex with ABCB1, IgMXP3 cells, flow cytometry | Broad substrate specificity ATP-binding cassette transporter ABCG2 (Homo sapiens), Q9UNQ0 | 190,000 compounds, 0.1% hits | inhibition, % at 6.6 µM | JC-1 efflux;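 active = inhibition above 80%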;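 also: 0% = DMSO and 100% = nicardipine control wells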
Target sequence (Q9UNQ0 whole entry, looked up): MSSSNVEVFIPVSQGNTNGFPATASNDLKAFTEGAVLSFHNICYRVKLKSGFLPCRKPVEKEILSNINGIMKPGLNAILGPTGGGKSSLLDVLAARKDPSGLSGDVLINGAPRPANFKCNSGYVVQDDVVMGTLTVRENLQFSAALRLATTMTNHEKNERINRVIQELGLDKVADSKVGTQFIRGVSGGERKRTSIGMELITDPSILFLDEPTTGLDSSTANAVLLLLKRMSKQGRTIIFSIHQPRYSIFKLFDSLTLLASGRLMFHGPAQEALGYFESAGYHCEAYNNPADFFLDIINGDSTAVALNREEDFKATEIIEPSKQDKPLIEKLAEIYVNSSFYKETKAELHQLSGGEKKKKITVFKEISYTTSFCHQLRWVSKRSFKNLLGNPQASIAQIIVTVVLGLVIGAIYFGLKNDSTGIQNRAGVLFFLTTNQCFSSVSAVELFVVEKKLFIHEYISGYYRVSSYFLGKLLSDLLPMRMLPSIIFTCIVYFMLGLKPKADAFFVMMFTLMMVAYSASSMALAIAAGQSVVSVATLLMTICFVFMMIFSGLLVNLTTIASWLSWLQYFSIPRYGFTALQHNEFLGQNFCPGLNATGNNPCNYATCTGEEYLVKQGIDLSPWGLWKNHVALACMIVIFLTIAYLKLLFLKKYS
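Test system: IgMXP3 (ABCG2) plus far-red-tagged CCRF-Adr (ABCB1) cells. Reagent: JC-1 dye as substrate. Timing: 10 min exposure at 25 °C with rotation, no wash. Measured by: flow cytometric JC-1 green MFI at 530 nm. Read-out: percent efflux inhibition, scaled nicardipine 100% to DMSO 0%. Control set: nicardipine and DMSO wells.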
GSH fluor – compound fluorescence on glutathione beads, profiling panel, artefact control, biophysical, 488/530 nm, flow cytometry. fluorescence (KMESF) at 10 µM. 190,000 compounds, 0.25% hits. GSH beads flow cytometry, compound fluorescence 488/530 nm; stronger effect = higher value; in the data active = fluorescence above about 89;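 also: glutathione beads carrying GST-tagged Bcl family fusion proteins plus one bare bead set; values are compound well signal with DMSO vehicle wells as background; inactives centre near 16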
RGS7-Gao – RGS7-Galphao binding modulators, primary screen, biochemical, multiplexed bead flow cytometry; Guanine nucleotide-binding protein G(o) subunit alpha (Homo sapiens), P09471; actives lie on both sides; binding response (% of control), % at 10 µM; 220,000 compounds, 0.35% hits; in the data active = binding response below about 49% or above about 150%; inconclusive = no clear call, values can overlap the other calls; inactive = in between;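 also: fluorescent Galphao held in activated GDP-AlF4 state binding bead-coupled RGS7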
Bim-Bcl-2 – inhibitors of Bim-Bcl-2 binding, primary screen, biochemical, multiplexed, human Bcl-2 family; Apoptosis regulator Bcl-2 (Homo sapiens), P10415; Bead-based flow cytometry, Bim peptide-Bcl-2 binding; inhibition, % at 10 µM; 190,000 compounds, 0.06% hits; in the data active = inhibition above about 40%; inconclusive = no clear call, values can overlap the other calls;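 also: 0% = no compound wells with probe peptide and 100% = reference peptide inhibitor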
Avidin fluor – green autofluorescence of compounds with avidin beads – biophysical, 488/530 nm, flow cytometry, artefact control, profiling panel | compound fluorescence 488/530 nm; stronger effect = higher value | fluorescence (KMESF) at 10 µM | 220,000 compounds, 0.38% hits | AID 1775, 2009; in the data active = fluorescence above about 47; also: inactives centre near 10
* hit, by the source's call; ? = inconclusive. Rule as the data show it, unless noted: active = inhibition above about 40%.

Fields: Bim-Bfl-1, Bcl-W Bim block, ABCB1 inh, RGS4-Gao reg, Bcl-XL Bim block, Bim-Bcl-B, ABCG2 block, GSH fluor, RGS7-Gao, Bim-Bcl-2, Avidin fluor
1) CCN(CC)S(=O)(=O)c1cccc(C(=O)Oc2cccnc2)c1
    1, 2, -0.5, 91, 0, 0, 9, 13, 101, 6, 3
2) COC(=O)c1cn(Cc2c(C)cc(C)cc2C)nn1
    2, 0, 0.3, 103, -1, -2, 0, 11, 102, 0, 3
3) CCCn1nnc(NCc2ccc(OCc3cccs3)c(OC)c2)n1
    -16, -2, 1.4, 100, -6, -7, 25, 28, 102, -8, 12
4) Cc1ccc(Cl)cc1NC(=O)c1cccc(OC(F)F)c1
    0, 0, 0.6, 94, 0, -1, 5, 23, 91, 1, 13
5) Cc1cccc(C)c1NC(=S)NC1CCCCC1
    -16, -4, -0.1, 108, -7, -10, -1, 19, 107, -5, 8
6) CSc1nc2ccc3nc(NC(=O)c4ccc(Cl)s4)sc3c2s1
    -4, 1, -0.5, 91, -3, -4, -2, 25, 91, 2, 7
7) COc1ccc(N(C(=O)CS(=O)CC(=O)Nc2ccc(F)cc2)C(C(=O)NC2CCCCC2)c2cccs2)cc1 (stereo not given)
    0, -2, 1.2, 100, -4, -5, 14, 21, 95, 0, 12
8) C=CCn1c(SCC(=O)c2ccc(CNC(C)=O)o2)nc2ccccc2c1=O
    0, 0, 0.7, 96, -2, -1, 3, 19, 97, 0, 12
9) O=C1/C(=C/c2cccc([N+](=O)[O-])c2)CCc2ccccc21
    0, -5, 1.1, 97, -11, -9, 18, 8, 100, -3, 3
10) CCCN1CC(O)=C(C#N)C1=O
    -5, -2, 0.0, 103, -3, -4, 0, 15, 103, -7, 11
11) CCCOc1cccc(C(=O)NC(=S)Nc2ccc(N3CCN(C)CC3)cc2)c1
    -2, -2, 0.8, 95, -4, -4, 4, 16, 101, -2, 10
12) CC(C)C(=O)NC(=S)Nc1ccccc1F
    -1, 1, 0.4, 99, 0, 0, 3, 19, 98, 0, 13
13) COCCn1nnnc1CN1CCC(Cc2ccccc2)CC1
    -23, -3, 1.6, 102, -10, -16, 14, 24, 97, -15, 34
14) CCOc1ccc(Br)cc1-c1noc(-c2cccs2)n1
    0, 0, 0.7, 21*, -5, 0, 7, 21, 12*, -2, -3
15) CCC1(C)Cc2ccccc2-c2nc3n(c(=O)c21)CCS3 (stereo not given)
    -1, -2, 1.9, 102, -5, -4, 2, 9, 102, -3, 5
16) COc1ccc(CNC(=O)C(OC(=O)c2nsc(Cl)c2Cl)C(C)C)cc1 (stereo not given)
    -1, 0, 0.5, 103, -1, -4, 3, 19, 101, -2, 9
17) Cc1cccc(C)c1NC(=O)N1C2CCC1CC(O)(c1cccnc1)C2 (stereo not given)
    -8, -3, 0.1, 100, -5, -5, -1, 14, 103, -2, 16
18) Cc1nc2sc(C(c3ccc(C(C)C)cc3)N3CCN(CCO)CC3)c(O)n2n1 (stereo not given)
    -9, 1, 0.3, 98, -3, -6, 4, 22, 102, -5, 7
19) CCOc1ccccc1C(=O)N(C)Cc1cc2ccccc2[nH]c1=O
    0, 5, 0.7, 94, 4, 0, 3, 23, 99, -4, 11
20) S=C(NCCc1ccccc1)Nc1ccc(Br)cc1
    1, -7, -0.1, 100, -7, -10, 4, 18, 95, -5, 10

21) CC1CCCC(C)N1C(=O)CSc1nnc(-c2cccs2)o1 (stereo not given)
22) CCOC(=O)C(NC(=O)c1cccc(Cl)c1)(OCc1ccc(F)cc1)C(F)(F)F (stereo not given)
23) CCc1c(C)[nH]c2ccccc2c1=O
24) O=C(CCc1nc(-c2ccccc2)no1)NCc1cccnc1
25) Cc1ccc(C)c(S(=O)(=O)N2CC(=O)N(CCc3ccccc3)C(=O)C2)c1
26) O=C(COC(=O)c1ccncc1)Nc1cc(Cl)c(Cl)cc1Cl

Compound	21	22	23	24	25	26
Bim-Bfl-1	0	-6	-16	-13	-1	-2
Bcl-W Bim block	1	-1	0	-2	-4	-3
ABCB1 inh	0.4	0.0	0.4	0.4	0.8	1.6
RGS4-Gao reg	102	100	101	99	104	104
Bcl-XL Bim block	-1	-6	-6	-7	-3	-3
Bim-Bcl-B	-2	-8	-8	-10	-5	-2
ABCG2 block	2	6	2	1	1	10
GSH fluor	12	11	25	16	28	16
RGS7-Gao	106	102	101	98	104	102
Bim-Bcl-2	-2	-5	-10	-8	-1	-3
Avidin fluor	39	14	36	8	11	35

27) COc1cc(OC)cc(-c2cc(NC(C)=O)n[nH]2)c1
28) CC1=NN(c2ccc(C(=O)O)c(N)c2)C(=O)C1
29) COC(=O)c1ccccc1NC(=O)c1cccc(NC(=O)c2ccc(Br)o2)c1C
30) COc1ccc([N+](=O)[O-])cc1NC(=O)CN(C)S(=O)(=O)c1ccccc1
31) C=CCSc1nc(N)c(C(=O)Nc2ccccc2C)cc1C(N)=O
32) CC(=O)Nc1ccc(C(=O)n2cnc3cc(C)c(C)cc32)cc1

Compound	27	28	29	30	31	32
Bim-Bfl-1	-7	1	1	-4	-13	-12
Bcl-W Bim block	3	-1	1	0	-1	3
ABCB1 inh	0.4	-0.1	1.4	1.0	-0.1	0.8
RGS4-Gao reg	100	97	104	95	98	99
Bcl-XL Bim block	1	-1	-1	-1	-2	0
Bim-Bcl-B	1	0	0	-4	-11	-5
ABCG2 block	4	-1	8	7	2	1
GSH fluor	18	70	21	16	32	54
RGS7-Gao	97	94	100	97	93	97
Bim-Bcl-2	-3	0	-1	-5	-13	-6
Avidin fluor	7	8	11	10	14	10

Filtered by structure, the entries above containing a nitro group on carbon.
9) O=C1/C(=C/c2cccc([N+](=O)[O-])c2)CCc2ccccc21
30) COc1ccc([N+](=O)[O-])cc1NC(=O)CN(C)S(=O)(=O)c1ccccc1

Compound	9	30
Bim-Bfl-1	0	-4
Bcl-W Bim block	-5	0
ABCB1 inh	1.1	1.0
RGS4-Gao reg	97	95
Bcl-XL Bim block	-11	-1
Bim-Bcl-B	-9	-4
ABCG2 block	18	7
GSH fluor	8	16
RGS7-Gao	100	97
Bim-Bcl-2	-3	-5
Avidin fluor	3	10

New compounds follow
33) CCOc1ccc(N(CC(=O)NCC2CCCO2)C(=O)CCC(=O)Nc2ccccn2)cc1 (stereo not given)
34) CCOCCCNC(=O)c1c[nH]c2c(CC)cccc2c1=O
35) Cc1nnc(SCC(=O)c2ccc(S(=O)(=O)N3CCOCC3)cc2)n1-c1ccccc1
36) COc1ccccc1N(CC(=O)N(CC(C)C)CC(C)C)S(=O)(=O)c1cccs1
37) Cc1ccc(/C=C/C(=O)NCc2ccncc2)cc1
38) Cc1ccc(CNc2ccc3c(c2)ncn3C)cc1

Compound	33	34	35	36	37	38
Bim-Bfl-1	0	-6	-5	-1	-11	-1
Bcl-W Bim block	0	0	3	1	-1	1
ABCB1 inh	0.0	-0.2	0.5	1.6	-0.2	0.8
RGS4-Gao reg	92	102	101	101	101	101
Bcl-XL Bim block	-1	-2	-13	0	-12	0
Bim-Bcl-B	-3	-2	-6	-8	-13	0
ABCG2 block	15	1	0	6	11	4
GSH fluor	30	52	38	13	19	14
RGS7-Gao	96	99	99	?	101	101
Bim-Bcl-2	3	-6	-2	1	-1	4
Avidin fluor	5	7	8	9	13	10

39) OCCNc1nc(C2CC2)nc2c1nnn2Cc1ccccc1Cl
40) O=C(Nc1sc2c(c1C(=O)O)CCCCC2)c1ccccc1
41) COc1ccc(Cn2c(=O)[nH]c3cc(C(=O)NCCCN4CCCC4=O)ccc3c2=O)cc1
42) O=C(COc1ccc(Cl)cc1Cl)Nc1c(-c2cccs2)nc2ccccn12
43) CC(=O)NCCNC(=O)C1CCCCN1S(=O)(=O)c1ccccc1 (stereo not given)
44) COC(=O)c1ccc(CSc2nc3ccccc3c(=O)n2-c2ccc(OC)c(OC)c2)o1
45) O=c1oc2ccccc2nc1/C=C(O)/C=C/c1ccc(F)cc1
46) CCCOC(=O)Cn1c(=O)c2cc3c(=O)n(CC(=O)OCCC)c(=O)c3cc2c1=O

Compound	39	40	41	42	43	44	45	46
Bim-Bfl-1	-14	-4	-11	13	0	-4	1	-12
Bcl-W Bim block	4	-6	0	7	-4	1	-1	-3
ABCB1 inh	1.1	-0.3	0.1	2.1	0.0	1.1	-0.2	0.7
RGS4-Gao reg	88	100	100	101	100	99	99	102
Bcl-XL Bim block	-12	-12	-4	3	-2	2	-4	-7
Bim-Bcl-B	-7	-27	-7	-3	-1	-4	-11	-7
ABCG2 block	2	0	0	14	1	2	0	3
GSH fluor	56	52	11	9	19	47	5	26
RGS7-Gao	87	104	99	102	96	98	96	103
Bim-Bcl-2	-6	-10	-9	3	-4	-8	1	-11
Avidin fluor	11	8	13	8	8	8	4	38

Pulled one by one from above (2):
29) COC(=O)c1ccccc1NC(=O)c1cccc(NC(=O)c2ccc(Br)o2)c1C
22) CCOC(=O)C(NC(=O)c1cccc(Cl)c1)(OCc1ccc(F)cc1)C(F)(F)F (stereo not given)

Compound	29	22
Bim-Bfl-1	1	-6
Bcl-W Bim block	1	-1
ABCB1 inh	1.4	0.0
RGS4-Gao reg	104	100
Bcl-XL Bim block	-1	-6
Bim-Bcl-B	0	-8
ABCG2 block	8	6
GSH fluor	21	11
RGS7-Gao	100	102
Bim-Bcl-2	-1	-5
Avidin fluor	11	14

Bioassay records deposited in PubChem by NMMLSC.

Random draw from the library, and some 1.3% of all compounds hit somewhere here.
